TDP1 inh: blocks human tyrosyl-DNA phosphodiesterase 1; recombinant TDP1, AlphaScreen DNA substrate cleavage; Potency, µM (doses to about 130 µM), for inactives: at the highest dose activity change, negative = inhibition, hits mostly inhibitors; 0.28% of 350,000 active; also: nearly all actives have a fitted effect of over 40% in size
Target sequence (Q9NUW8 whole entry, looked up): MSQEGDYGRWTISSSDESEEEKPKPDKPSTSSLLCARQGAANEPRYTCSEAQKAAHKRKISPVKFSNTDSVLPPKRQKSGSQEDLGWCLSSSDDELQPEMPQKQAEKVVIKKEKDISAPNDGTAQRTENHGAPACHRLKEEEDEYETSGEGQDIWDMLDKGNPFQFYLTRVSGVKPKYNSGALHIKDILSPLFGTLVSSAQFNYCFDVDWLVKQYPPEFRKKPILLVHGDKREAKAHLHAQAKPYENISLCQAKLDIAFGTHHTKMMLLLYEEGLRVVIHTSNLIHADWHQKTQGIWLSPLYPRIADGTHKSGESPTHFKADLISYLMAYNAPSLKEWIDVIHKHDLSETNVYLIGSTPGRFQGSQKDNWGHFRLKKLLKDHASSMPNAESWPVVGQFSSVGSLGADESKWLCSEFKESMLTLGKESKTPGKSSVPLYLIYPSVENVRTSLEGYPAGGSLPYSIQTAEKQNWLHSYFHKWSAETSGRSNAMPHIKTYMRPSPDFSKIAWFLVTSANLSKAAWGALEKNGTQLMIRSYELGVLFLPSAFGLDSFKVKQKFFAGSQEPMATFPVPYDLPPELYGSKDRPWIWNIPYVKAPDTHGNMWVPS
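Enzyme-compound mixtures sat 15 min at room temperature, followed by a 5 min reaction with 15 nM final substrate and 10 min with AlphaScreen beads. Recombinant human Tdp1 was used at 1 nM final.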
N370S GC: inhibits or activates N370S mutant glucocerebrosidase. N370S GC spleen homogenate, 4MU-glucoside fluorescence. Potency, µM (series often up to 59.4 µM), for the others: top-dose activity change, negative = inhibition, actives largely listed as inhibitors. 0.092% of 330,000 active;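 also: 0% = full enzyme activity and -100% = no enzyme basal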
FEN1 inh: human FEN1 inhibition; P39748; Recombinant FEN1 flap cleavage, fluorescence, 15 min; Potency, µM (top dose mostly 114 µM), for the others: at the highest dose activity change, negative = inhibition, most hits filed as inhibitors; 0.35% of 390,000 active; AID 588795; also: nearly all actives have a fitted effect of over 65% in size
Target sequence (P39748 whole entry, looked up): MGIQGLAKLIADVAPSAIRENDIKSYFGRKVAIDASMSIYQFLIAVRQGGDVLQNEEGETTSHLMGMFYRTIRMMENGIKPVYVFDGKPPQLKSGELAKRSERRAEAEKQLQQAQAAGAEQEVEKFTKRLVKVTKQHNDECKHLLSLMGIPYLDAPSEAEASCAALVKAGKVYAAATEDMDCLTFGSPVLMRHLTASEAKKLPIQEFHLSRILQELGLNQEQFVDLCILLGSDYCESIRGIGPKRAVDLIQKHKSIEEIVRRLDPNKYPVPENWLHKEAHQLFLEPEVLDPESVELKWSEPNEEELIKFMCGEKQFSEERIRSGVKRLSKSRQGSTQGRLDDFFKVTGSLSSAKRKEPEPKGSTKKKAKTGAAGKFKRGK
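Potency values derive from four-parameter Hill fits of normalized qHTS data. The reaction used 10 nM FEN1 preincubated 15 min at room temperature with compound, then 50 nM DNA substrate, read at 0 and 15 min.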
* marks the source's active call; other numbers are inactive results; ? = inconclusive; . = not tested or not shown; & = joins results of further samples; [ ] = remark or other dose. Calls follow the shape of the dose curve; as a rule, active = well fitted curve in the direction sought with a large enough effect; inconclusive = small, poorly fitted or top-dose-only effect, or another doubt; inactive = no such curve, though single readings can be large; an effect the other way counts as inactive or inconclusive. Unless noted, % is scaled to controls: 0 for no effect and ±100 for the full control effect; potency is read from the fitted curve at half-maximal effect.

SMILES	TDP1 inh	N370S GC	FEN1 inh
COC(=O)c1c(NC(=O)CCl)sc(C(=O)N2CCOCC2)c1C	6%[0.0935 µM]	-7%	15%
Cc1c(C(=O)Nc2nccs2)oc2c(Cl)cccc12	-8%	-2%	5%
CCOC(=S)SCC(=O)Nc1nc(-c2ccc(Br)cc2)cs1	-2%	-8%	1%
CCc1sc(C(=O)Nc2ccc(OC)c(S(=O)(=O)N3CCOCC3)c2)cc1C	0%	.	12%
COc1ccc2[nH]c(=O)c(CN(CC3CCCO3)C(=S)Nc3cccc(C)c3)cc2c1 (stereo not drawn)	.	-8%	0%
Cc1cc(C)n(-c2cc(Oc3ccccc3)ncn2)n1	0%	9%	5%
C[C@H]1CN([C@@H](C)CO)C(=O)c2cccc(NS(=O)(=O)c3ccc(Cl)cc3)c2O[C@@H]1CN(C)CC1CCCCC1	0%	.	17%
CC(C)(C)S(=O)(=O)c1cnc2c(-c3ccsc3)cnn2c1N	6%	?	-2%
CCc1nnc(NC(=O)CSc2nc(C3CCCCC3)nc3ccccc23)s1	0%	4%	-5%
COc1cc(C2CC(=O)N(Cc3ccc(F)cc3)c3ccccc3S2)cc(OC)c1OC (stereo not drawn)	-3%	.	-17%
COc1ccccc1NC(=O)CN1CCN(CC(=O)Nc2ccc3c(c2)OCO3)CC1	5%	-25%	-4%
COc1ccc(-c2noc(CCC(=O)Nc3cccnc3)n2)cc1	7%	-1%	5%
COc1ccc(CCN(C(=O)c2ccc(F)cc2)C2=CC3CCC(C2)N3C)cc1OC (stereo not drawn)	-2%	5%	0%
CCN1CCN(CCCNC(=O)c2cc3sccc3n2CC)CC1	5%	-6%	15%
CCOc1ccc(C(=O)Nc2ccc(CN3CCOCC3)cc2)cc1Br	.	-22%	-4%
CC12CC3(C)CC(C)(C1)CC(C(=O)NCc1ccccn1)(C2)C3	-3%	-4%	-16%
Cc1onc(-c2ccccc2)c1C(=O)Nc1nnc(CC(C)C)s1	2%	-5%	17%
COc1ccc(NC(=O)[C@@H]2[C@@H]3C(=O)N(C4CCCCC4)C(=O)[C@@H]3C3c4ccccc4C=CN32)cc1 (stereo partly drawn)	-2%	18%	-14%
CC(C)CC(C)N1CCC(n2nccc2NC(=O)CCc2ccccc2)CC1 (stereo not drawn)	4%	-1%	-3%
CC1=NN(c2ccccc2)C(=O)/C1=C\N(O)c1ccccc1	.	-19%	6%
COc1ccc(/C=N/NC(=O)c2cc(OC)c(OC)c(OC)c2)cc1CN1CCc2cc(OC)c(OC)cc2C1C (stereo not drawn)	3%	-9%	23%
CN1CCN(CCC(=O)N/N=C/c2cc3c(cc2[N+](=O)[O-])OCO3)CC1	5%	0%	-4%
CSC(=NNC(=O)c1ccc(O)cc1)SC	1%	14%	-2%
Cc1ccc(CN=c2c([N+](=O)[O-])nn(-c3ccc4c(c3)OCCO4)n2O)cc1	-3%	11%	-11%

A stretch taken from the entries so far:
SMILES	TDP1 inh	N370S GC	FEN1 inh
COC(=O)c1c(NC(=O)CCl)sc(C(=O)N2CCOCC2)c1C	6%[0.0935 µM]	-7%	15%
Cc1c(C(=O)Nc2nccs2)oc2c(Cl)cccc12	-8%	-2%	5%
CCOC(=S)SCC(=O)Nc1nc(-c2ccc(Br)cc2)cs1	-2%	-8%	1%
CCc1sc(C(=O)Nc2ccc(OC)c(S(=O)(=O)N3CCOCC3)c2)cc1C	0%	.	12%
COc1ccc2[nH]c(=O)c(CN(CC3CCCO3)C(=S)Nc3cccc(C)c3)cc2c1 (stereo not drawn)	.	-8%	0%
Cc1cc(C)n(-c2cc(Oc3ccccc3)ncn2)n1	0%	9%	5%
C[C@H]1CN([C@@H](C)CO)C(=O)c2cccc(NS(=O)(=O)c3ccc(Cl)cc3)c2O[C@@H]1CN(C)CC1CCCCC1	0%	.	17%
CC(C)(C)S(=O)(=O)c1cnc2c(-c3ccsc3)cnn2c1N	6%	?	-2%
CCc1nnc(NC(=O)CSc2nc(C3CCCCC3)nc3ccccc23)s1	0%	4%	-5%
COc1cc(C2CC(=O)N(Cc3ccc(F)cc3)c3ccccc3S2)cc(OC)c1OC (stereo not drawn)	-3%	.	-17%
COc1ccccc1NC(=O)CN1CCN(CC(=O)Nc2ccc3c(c2)OCO3)CC1	5%	-25%	-4%
COc1ccc(-c2noc(CCC(=O)Nc3cccnc3)n2)cc1	7%	-1%	5%
COc1ccc(CCN(C(=O)c2ccc(F)cc2)C2=CC3CCC(C2)N3C)cc1OC (stereo not drawn)	-2%	5%	0%
CCN1CCN(CCCNC(=O)c2cc3sccc3n2CC)CC1	5%	-6%	15%
CCOc1ccc(C(=O)Nc2ccc(CN3CCOCC3)cc2)cc1Br	.	-22%	-4%

(next part)
SMILES	TDP1 inh	N370S GC	FEN1 inh
Cc1c(NC(=O)c2ccc(N(C)S(C)(=O)=O)cc2)c(=O)n(-c2ccccc2)n1C	3%	-8%	4%
CN(c1ccc(O)cc1)c1nc(-c2cccnc2)cs1	6%	-5%	7%
CCCC(CCC(=O)OC)(C(=O)OCC)c1csc(N)n1 (stereo not drawn)	-2%	2%	-4%
COc1ccccc1NC(=S)NCc1ccccc1	.	3%	-18%
CCCN1C(=O)c2ccccc2NC1c1ccc(OC)c(COc2ccc([N+](=O)[O-])cc2)c1 (stereo not drawn)	3%	.	-20%
Cc1no[n+]([O-])c1COc1ccc(/C=C2\NC(=S)NC2=O)cc1	4%	-6%	1%
CCCn1cc(SCC(=O)NCc2ccc3c(c2)OCO3)c2ccccc21	7%	7%	2%
Cc1ccc(N2CC(C(=O)Nc3nnc(C)s3)CC2=O)cc1 (stereo not drawn)	3%	6%	7%
CNc1snc(C)c1C(=O)OCC(=O)N(C)Cc1ccccc1	1%	.	-23%
Cc1ccccc1OCCC(=O)N1CCN(S(=O)(=O)c2ccc(Cl)cc2)CC1	1%	0%	-11%
C=CCn1c(Cc2cccc3ccccc23)n[nH]c1=S	3%	-18%	1%
O=C1OC(=O)c2c(Br)c(Br)c(Br)c(Br)c21	-1%&6%	-5%	-3%
CC1(C)Oc2ccccc2OC1(O)c1ccc2ccccc2n1 (stereo not drawn)	5%	-24%	0%
Cc1ccc2nc(NC(=O)c3ccc(NS(=O)(=O)c4cccs4)cc3)sc2c1	5%	-7%	-11%
Cn1c(N)c(C(=O)COC(=O)CCCN2C(=O)c3ccccc3C2=O)c(=O)n(C)c1=O	-1%	-2%	3%
Cc1ccc(N(Cc2cc3ccc(C)cc3[nH]c2=O)S(C)(=O)=O)c(C)c1	.	29%	-2%
CC(C)[C@H](NC(=O)Nc1ccccc1F)C(=O)O	2%	5%	2%
Cc1ccc(S(=O)(=O)N2CCC(C(=O)NCCCN3CCOCC3)CC2)cc1C	0%	0%	-4%
O=C(c1ccc(CS(=O)(=O)c2ccc(Br)cc2)o1)N1CCN(C2CCCCC2)CC1	4%	5%	.
COc1ccc(S(=O)(=O)NCCc2csc3nc(-c4ccc(Cl)cc4)nn23)cc1C	-3%	.	2%
Cc1cc(Br)ccc1NC(=O)CNC(=O)c1cnn(C)c1	1%	.	18%
COc1cccc(-c2cc(C(F)(F)F)n3ncc(C(=O)OC(C)C)c3n2)c1	-1%	.	-16%
CN(C)c1ccc(C2CC(=O)OC3=C2C(=O)CC(C)(C)C3)cc1 (stereo not drawn)	-1%	-6%	?
CCN(CC)CCN(C(=O)c1ccc(C(=O)c2ccccc2)cc1)c1nc2c(OC)cccc2s1	10%	-14%	-2%
Cc1ccc(S(=O)(=O)N2CCCN(C)c3nc4ccccc4nc32)cc1	-11%	.	-12%
CC1(C)CC[C@]2(C(=O)O)CC[C@]3(C)C(=CCC4[C@@]5(C)CC[C@H](O)C(C)(C)[C@@H]5CC[C@]43C)C2C1 (stereo partly drawn)	5%	-4%	.
CCCCN(CC)CCCNC(=O)CS(=O)(=O)Cc1nc(-c2ccc(C)cc2)oc1C	3%	.	-2%
Cc1oc(=O)c(NC(=O)c2ccccc2)cc1C(N)=O	-1%	-2%	6%
Cc1ccc(-n2c(C(C)C)nc3oc4ccccc4c(=O)c3c2=O)cc1	1%	9%	16%
CC1(C)OC2CCN3C(C(O)COS3(=O)=O)C2O1 (stereo not drawn)	.	4%	4%
CCCn1nnc(NC(=O)c2ccco2)n1	5%	2%	1%
CCC(C)[C@H](NC(=O)[C@@H]1Cc2c([nH]c3ccccc23)C2c3ccccc3C(=O)N21)C(=O)N1CCC[C@@H]1C(=O)O (stereo partly drawn)	.	2%	-17%
N/C(=N\OC(=O)CCC1CCCC1)c1ccccn1	3%	-8%	-3%
COc1ccc(OC)c(CNS(=O)(=O)c2cc(-c3onc(C)c3C)ccc2C)c1	0%	.	-1%
COc1ccc(N(C)S(=O)(=O)c2cccc(C(=O)N3CCN(Cc4ccc5c(c4)OCO5)CC3)c2)cc1	-3%	-8%	-1%
CCOc1ccccc1OCCCC(=O)N1CCN(S(=O)(=O)c2ccc(C)cc2C)CC1	0%	.	-15%
Cc1ccc(C)c(NC(=O)c2cc(S(=O)(=O)NCCc3ccccc3)ccc2F)c1	3%	.	-14%
O=C(CN(Cc1ccccc1)S(=O)(=O)c1ccccc1)N/N=C/c1ccc([N+](=O)[O-])cc1	-3%	9%	-22%
CC1(C)C(=O)Nc2ccccc2N1C(=O)COC(=O)c1cccnc1	-8%	.	18%
CN(C)C(CNC(=O)Nc1cccc(Cl)c1)c1cccnc1 (stereo not drawn)	0%	1%	-5%
O=C(CSc1nc(C2CCCCC2)n(-c2ccccc2)n1)NCCN1C(=O)CSC1=O	9%	8%	4%
CCC(C)n1nnc2c(=O)oc3ccccc3c21 (stereo not drawn)	4%	11%	-15%
O=Cc1cn(CC(=O)N2CCCc3ccccc32)c2ccccc12	2%	2%	8%
O=C(NCCc1ccc(Cl)cc1)C1CCN(C(=O)c2sccc2-n2cccc2)CC1	4%	0%	-16%
CC(CNc1nc2ccccc2n2cnnc12)c1ccccc1 (stereo not drawn)	.	-1%	0%
O=C(Oc1ccc(-c2ccccc2)cc1)N1CCOCC1	1%	-22%	-11%
CCN(CC)C(=O)CN(c1cccc(OC)c1)S(=O)(=O)c1ccc(C)cc1	5%	-8%	-13%
O=[N+]([O-])c1ccc(CN2CCSCC2)cc1	-2%	2%	2%
COc1ccc(N=Nc2ccc(N)nc2N)cc1	9%	-8%	3%
Cc1cc(Oc2ccc(C(C)(C)C)cc2)nc(N2CCOCC2)n1	8%	1%	-10%
CC(=O)c1cccc(NC(=O)COC(=O)[C@@H](NC(=O)OCc2ccccc2)C(C)C)c1	5%	15%	-12%
OCCC1CN(Cc2ccc(F)cc2Cl)CCN1CCc1ccccc1 (stereo not drawn)	3%	-2%	-11%
Cc1nc(SCC#N)c2c3c(sc2n1)CCC3	5%	5%	-4%
CCCc1nc2cc(Cl)c([N+](=O)[O-])cc2o1	5%	3%	12%
C=CCNC(=O)C(C)Sc1ccc(Cl)cc1 (stereo not drawn)	7%	0%	5%
COc1ccc(C)cc1N(CC(=O)NCCN1CCOCC1)S(=O)(=O)c1ccccc1	.	-3%	5%
Cc1cccc(C(=O)N/C(=C\c2ccc(C)o2)C(=O)O)c1	-4%	1%	-11%
CCN1CCN(C(=O)/C=C/c2ccc(OC)c(OC)c2)CC1	.	-3%	8%
COC(=O)c1ccc(C2NC(=O)c3ccccc3O2)cc1 (stereo not drawn)	.	-4%	-7%
COc1cc(NC(=O)CSc2nc(C)c(C)c(C)n2)c(C)cc1[N+](=O)[O-]	0%	1%	5%
(continued)
SMILES	TDP1 inh	N370S GC	FEN1 inh
CCOc1ccc(S(=O)(=O)NCCc2csc3nc(-c4ccc(OC)c(OC)c4)nn23)cc1	10%	.	-9%
Fc1ccc(NC(=S)NC2CCCCC2)c(F)c1F	-5%	0%	6%
CC(C)(C)NC(=O)NC(=O)COc1ccc(Br)cc1Br	-8%	1%	?
COCCCn1c(SCC(=O)NC2CCCC2)nnc1-c1ccco1	4%	-7%	3%
COc1ccc(C(=O)O)cc1Nc1nc2ccc(C)cc2n2cnnc12	-3%	.	0%
C=CCNC(=O)N1CCCC(C(=O)c2cccc(Cl)c2)C1 (stereo not drawn)	.	-12%	2%
CCN(Cc1ccccc1)C(=O)c1oc2ccc(S(=O)(=O)N3CCOCC3)cc2c1C	1%	-26%	-8%
Cc1ccc(S(=O)(=O)NC(=O)c2ccccc2C)cc1	3%	-5%	-9%
O=C(O)CCCCCNc1nc2ncn(Cc3ccccc3)c2c(=O)[nH]1	-1%	11%	-1%
CC(=O)c1ccc(N2CCN(C(=O)c3cc4c(-c5ccccc5F)nn(C)c4s3)CC2)cc1	1%	-5%	2%
CC1CC(C)CN(c2cc(N(C)CCO)c([N+](=O)[O-])c3nonc23)C1 (stereo not drawn)	5%	0%	-4%
CC(=O)Oc1ccc2oc(-c3ccccc3)c(C(N)=O)c2c1	.	-15%	20%
O=C(NC1CCCC1)C(c1ccsc1)N(Cc1ccccc1)C(=O)Cc1cccs1 (stereo not drawn)	5%	18%	-14%
CCC(=O)NC(c1cc(Cl)c2ccccc2c1O)C(C)C (stereo not drawn)	1%	.	8%
Cn1c(=O)c2c(nc(N3CCCCC3)n2CCNC2=NCCC2)n(C)c1=O	0%	0%	-4%
O=C(NCCC(=O)N1CCCC(C(F)(F)F)C1)c1ccccc1Cl (stereo not drawn)	0%	-5%	2%
